# Compound activity from PubChem.
# TrxR1 substrate: rat thioredoxin reductase 1 substrate activity; O89049; purified TrxR1 substrate turnover, NADPH consumption readout; Potency, µM (titrated, usually from 114 µM), for inactives: at the highest dose activity change, negative = substrate turnover; 390,000 compounds, 0.01% hits; also: potency is read from the fitted curve at half-maximal effect; % is scaled to controls: 0 for no effect and ±100 for the full control effect; nearly all actives have a fitted effect of over 50% in size
#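 Rat TrxR1, dispensed at 90 nM, was prereduced with 400 uM NADPH (final) for 5 min at ~22 deg C, then incubated with compound 15 min before 400 uM selenite. A first-read NADPH fluorescence drop versus no-compound background flagged substrates.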
# D2 agonist: activates the human D2 dopamine receptor; HEK293 T-REx D2 cells, calcium flux agonist mode; activation, % at 2 µM; 340,000 compounds, 0.53% hits; AID 485358;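 active = activation over 3 SD above normal in the single-dose calcium agonist read, cut at about 30% in these data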; also: 0% is about no effect
#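 In this primary screen, compounds producing a positive calcium signal within 180 s of addition to tetracycline-induced, force-coupled HEK293 Trex D2 cells are flagged; cells are dye-loaded with a no-wash calcium kit beforehand.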
# D2 antagonist: D2 dopamine receptor (human) antagonism. HEK293 TREx D2 cells, calcium flux, dopamine EC80. inhibition, % at 10 µM. 340,000 compounds, 2% hits. AID 485344; in the data active = inhibition above about 30%; also: 0% is about no effect
#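 Dopamine at EC80 is the agonist stimulus; test compounds precede it by 180 s. Calcium flux read kinetically in a force-coupled, inducible HEK293 T-REx D2 cell line.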
# USP1 inh: blocks the human USP1/UAF1 deubiquitinase complex | recombinant USP1/UAF1, Ub-Rhodamine cleavage fluorescence | 390,000 compounds, 0.23% hits | AID 743255 | O94782 | Potency, µM (titrated, usually from 57.1 µM), without a hit: at the highest dose activity change, negative = inhibition, most hits filed as inhibitors; also: potency is read from the fitted curve at half-maximal effect; % is scaled to controls: 0 for no effect and ±100 for the full control effect; nearly all actives have a fitted effect of over 60% in size; inactives centre near -12
# Target sequence (O94782 whole entry, looked up): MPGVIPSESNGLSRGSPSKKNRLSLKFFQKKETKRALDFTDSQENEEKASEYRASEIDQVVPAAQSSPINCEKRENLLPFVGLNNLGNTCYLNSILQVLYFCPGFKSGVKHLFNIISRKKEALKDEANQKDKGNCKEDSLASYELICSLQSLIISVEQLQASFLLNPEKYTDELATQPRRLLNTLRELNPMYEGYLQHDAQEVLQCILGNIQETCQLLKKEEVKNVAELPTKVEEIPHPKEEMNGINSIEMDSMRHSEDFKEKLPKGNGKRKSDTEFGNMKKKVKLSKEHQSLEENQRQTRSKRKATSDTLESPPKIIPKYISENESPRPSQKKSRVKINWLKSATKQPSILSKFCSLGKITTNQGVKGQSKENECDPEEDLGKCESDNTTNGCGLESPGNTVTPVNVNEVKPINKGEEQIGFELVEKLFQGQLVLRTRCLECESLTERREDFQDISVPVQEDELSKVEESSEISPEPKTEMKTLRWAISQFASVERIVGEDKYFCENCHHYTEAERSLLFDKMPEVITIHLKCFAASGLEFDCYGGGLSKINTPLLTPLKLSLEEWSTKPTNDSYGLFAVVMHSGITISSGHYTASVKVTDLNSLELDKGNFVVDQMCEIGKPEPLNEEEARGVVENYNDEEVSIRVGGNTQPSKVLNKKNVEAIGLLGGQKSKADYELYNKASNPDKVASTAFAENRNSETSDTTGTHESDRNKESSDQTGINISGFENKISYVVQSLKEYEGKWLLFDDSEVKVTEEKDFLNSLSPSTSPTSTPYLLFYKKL
#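 In this screen, compounds sit with the deubiquitinase complex (1nM) for 15 min at room temperature before Ub-Rho is added at 150nM final. Fluorescence rise is then followed for 6 reads every 60 seconds.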
# TRHR PAM: allosteric enhancers of human TRH receptor | P34981 | TRHR cells, fluo-8 calcium fluorescence, EC20 TRH enhancement | enhancement, % at 2 µM | 360,000 compounds, 0.66% hits | AID 493056; in the data active = enhancement above about 30%; also: 0% is about no effect
#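 TRHR-expressing cells loaded with fluo-8 calcium dye were read kinetically (ex 480/em 530) during compound addition, then stimulated with an EC20 of TRH (10 nM final). Enhancement of the Gq-mediated intracellular calcium response was scored.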
# rTrxR1 inhibitor: inhibitors of rat thioredoxin reductase 1; O89049; recombinant rTrxR1, NADPH fluorescence consumption, selenite substrate; Potency, µM (doses to about 114 µM), for inactives: top-dose activity change, negative = inhibition, actives largely listed as inhibitors; 390,000 compounds, 1% hits; also: potency is read from the fitted curve at half-maximal effect; % is scaled to controls: 0 for no effect and ±100 for the full control effect; nearly all actives have a fitted effect of over 65% in size
#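 Rat TrxR1 (90 nM in the dispensed reagent) was pre-reduced with 400 uM NADPH for 5 min at room temperature, then incubated with compound for 15 min. After 400 uM selenite was added, NADPH fluorescence (Ex 340/Em 450 nm) was followed for 8 min.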
# mIDH1 inhibitor: inhibitors of human mutant IDH1 R132H. O75874. IDH1-R132H enzyme, NADPH consumption, diaphorase/resazurin fluorescence. Potency, µM (series often up to 76.6 µM), for the others: at the highest dose activity change, negative = inhibition, most hits filed as inhibitors. 390,000 compounds, 0.093% hits; also: potency is read from the fitted curve at half-maximal effect; % is scaled to controls: 0 for no effect and ±100 for the full control effect; nearly all actives have a fitted effect of over 65% in size
#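 IDH1-R132H (0.5 ug/mL) preincubated 30 min with compound, then NADPH (0.016 mM) and alpha-KG (2 mM) added; 80 min at RT, pH 7.5. Remaining NADPH coupled via diaphorase/resazurin to fluorescence (540/590 nm); concentration-response curves normalized to no-enzyme control.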
# TRHR agonist: TRH receptor (human) agonism | P34981 | TRHR cells, calcium flux fluo-8, FDSS agonist mode | activation, % at 2 µM | 360,000 compounds, 0.18% hits; in the data active = activation above about 30%; also: 0% is about no effect
#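 TRHR-expressing cells, plated overnight in medium with 10% serum, were loaded with fluo-8 calcium dye at room temperature. After a 10 s baseline, library compound was pin-added and calcium release was recorded kinetically (ex 480/em 530) as agonist response.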
# Pin1 inhibitor: human Pin1 inhibition. Q13526. AID 504891. 390,000 compounds, 0.009% hits. Potency, µM (doses to about 115 µM), inactives show at the highest dose activity, negative = inhibition, most hits filed as inhibitors. Pin1 FP peptide displacement, HiFluor488, 10 min; active = well fitted inhibition curve with a large enough effect in the polarisation, with a control signal flat, not every such curve was filed as active; inconclusive = small, poorly fitted or top-dose-only effect, or effect the other way, or a change in a side signal; inactive = no such curve, though single readings can be large or run the other way; the % refers to the polarisation; also: potency is read from the fitted curve at half-maximal effect; % is scaled to controls: 0 for no effect and ±100 for the full control effect
# Target sequence (Q13526 whole entry, looked up): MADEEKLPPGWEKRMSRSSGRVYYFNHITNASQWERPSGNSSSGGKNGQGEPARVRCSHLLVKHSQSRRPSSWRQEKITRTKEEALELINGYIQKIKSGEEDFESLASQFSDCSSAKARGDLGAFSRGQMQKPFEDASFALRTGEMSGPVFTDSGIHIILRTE
# * hit, by the source's call; u = inconclusive; x = no result given; & = joins results of further samples; [ ] = dose if it differs, or a comment. Unless noted, calls follow the shape of the dose curve; as a rule, active = well fitted inhibition curve with a large enough effect; inconclusive = small, poorly fitted or top-dose-only effect; inactive = no such curve, though single readings can be large or run the other way. Some of the compounds tested. The share of hits here may be higher or lower than overall.
item	SMILES	TrxR1 substrate	D2 agonist	D2 antagonist	USP1 inh	TRHR PAM	rTrxR1 inhibitor	mIDH1 inhibitor	TRHR agonist	Pin1 inhibitor
1	C[C@H](CO)N1C[C@H](C)[C@H](CN(C)C(=O)Nc2ccc(C(F)(F)F)cc2)Oc2c(NC(=O)c3ccncc3)cccc2C1=O	7%	x	x	u	x	56µM*	9%	x	25%
2	Cc1nn(-c2ccccc2)c(NC(=O)c2cccs2)c(-c2ccc(Cl)cc2)c1=O	-10%	0.7	12	4%	-7	-12%	2%	2.7	-1%
3	O=C(COC(=O)CCNS(=O)(=O)c1cccc(C(F)(F)F)c1)NC(=O)NC1CCCCC1	-8%	-0.3	21	-16%	-1	5%	14%	-1.2	-2%
4	COc1ccc(N2C(=S)NC3c4cc(Cl)ccc4OC2(C)C3C(=O)N(C)C)cc1 (stereo not given)	-2%	0.0	-8	-17%	-1	-4%	-9%	0.3	2%
5	Cc1nc2cc(-c3ccc(F)cc3)[nH]n2c(=O)c1C	33%	0.3	-1	-11%	19	32%	8%	-0.3	-2%
6	Cc1cccc(C)c1OCC(O)CN (stereo not given)	2%	-0.2	-11	-7%	10	-7%	2%	1.0	0%
7	Cc1cc(=O)[nH]c(-c2ccc(Cl)cc2)n1	3%[57.1 µM]	0.4	20	-7%	2	20%[57.1 µM]	10%	0.6	-9%
8	CN1CCN(C(=O)C2=C[C@H](c3ccccc3)C[C@H](OCc3ccc(CO)cc3)O2)CC1	7%	0.1	-10	2%	-1	3%[57.1 µM]	-15%	0.2	2%
9	Cc1nc(-c2cccc(NC(=O)c3cc4cc(Br)ccc4oc3=O)c2)cs1	-5%	0.2	12	-8%	3	7%	10%	-0.6	-2%
10	CN(CCC1CCOCC1)C(=O)CC1C(=O)NCCN1Cc1cccc(F)c1 (stereo not given)	-4%	0.2	-7	-6%	0	u	3%	0.1	-1%
11	C/C(=N\N1CCN(C2c3ccccc3-c3ccccc32)CC1)c1ccco1	-11%	-0.3	-16	-11%	2	-14%	-4%	0.1	5%
12	CC(OC(=O)CCC1CCCC1)C(=O)Nc1ccccc1[N+](=O)[O-] (stereo not given)	5%	1.5	1	-16%	10	18%	4%	1.1	-4%
13	CCCc1cc(=O)oc2cc(C)cc(OCC(=O)NCc3ccncc3)c12	106%[activator]	0.9	-5	-25%	26	27%	2%	-0.3	-6%
14	COc1cccc(CN(C)C(=O)c2ccc(NS(=O)(=O)c3ccc(F)cc3)cc2)c1OC	-4%	0.4	-15	-17%	-4	0%	2%	-0.3	-5%
15	Cc1ccc2nc(SC(Cc3cc(Cl)ccc3Cl)C(=O)O)[nH]c2c1 (stereo not given)	-7%[57.1 µM]	1.3	x	-29%	4	-10%[57.1 µM]	5%	1.0	x
16	COCCN1Cc2cccc(C(=O)Nc3cccc(OC)c3)c2C1=O	-9%	-0.3	-2	0%	-4	-9%	-4%	-1.0	-1%
17	O=c1[nH]c(CSc2nnnn2-c2ccccc2)nc2ccccc12	3%[57.1 µM]	-1.0	9	-10%	-3	18%[57.1 µM]	3%	0.1	6%
18	CC1CCN(c2oc(-c3ccc(COc4ccc(Cl)cc4)o3)nc2C#N)CC1	22%	0.3	x	-5%	-5	42%	11%	2.0	14%
19	Cn1c(=O)c2sccc2n2c(CCCC(=O)N3CCN(c4ccccn4)CC3)nnc12	-2%	-0.2	-4	-10%	0	20%	2%	0.6	12%
20	CCN(CC)C(=O)CC(c1ccc(N(C)C)cc1)c1c(OC)cc(OC)c2ccc(=O)oc12 (stereo not given)	-3%&-2%	-1.5	23	-16%	0	-19%&-5%	-10%	-0.7	9%&-7%
21	CCCCCCNC(=O)Cc1nc2nc(C)cc(C)n2n1	3%	-0.3	-1	-10%	1	2%	4%	0.2	-3%
22	Cc1ccc(CNC(=O)CCC(=O)Nc2nnc(C3CCCCC3)s2)cc1	6%[57.1 µM]	-0.9	-6	-24%	-4	9%[57.1 µM]	0%	0.3	-3%
23	O=C(c1ccccc1)c1ccc(N2CCOCC2)cc1	-19%	x	x	-16%	x	u	3%	x	-4%
24	NNc1cccc(C=Cc2ccccc2)cc1=O	5%	x	x	-27%	x	18µM*	5%	x	u
25	CCOC(=O)c1c(NC(=O)CN2CCC(C)CC2)sc(C)c1C	6%[57.1 µM]	0.3	-8	-16%	-3	17%[57.1 µM]	3%	0.1	-2%
26	CCC(=O)Nc1ccc(Oc2ccc3c(c2)C(=O)N(c2ccc(O)cc2)C3=O)cc1	-1%	0.5	24	-5%	3	10%	2%	0.3	8%
27	COc1cc(NC(=O)COC(=O)C=C(C)C)c(C)cc1[N+](=O)[O-]	0%	-0.3	0	-19%	0	8%	5%	-0.7	5%
28	NC(=S)Nc1ccc(Oc2ccc(NC(N)=S)cc2)cc1	8%	0.4	-42	-6%	9	12%	7%	-0.2	-5%
29	CCOc1ccc(N=C(NN)c2ccc3ccccc3n2)cc1	1%	0.3	-5	-9%	20	16%	12%	-0.1	4%
30	CCn1cc(C2C3=C(CC(C)(C)CC3=O)N(c3ccccc3)C3=C2C(=O)CC(C)(C)C3)c(C)n1	4%	0.3	0	-23%	-1	u	2%	0.3	-9%
31	CN(c1ccccc1)S(=O)(=O)c1ccc2c(c1)OCCO2	6%	x	x	-5%	x	20%	1%	x	0%
32	N#Cc1ccsc1NC(=O)CCc1ccccc1	7%[57.1 µM]	-0.2	23	-20%	-8	21%[57.1 µM]	5%	0.3	2%
33	CC(Sc1nc(N(C)C)nc(N2CCOCC2)n1)C(=O)Nc1ccccc1 (stereo not given)	4%[57.1 µM]	-0.6	28	-8%	-1	34%[57.1 µM]	3%	-1.2	-1%
34	O=C(CN1C=NS(=O)(=O)c2ccccc21)Nc1ccccc1F	-2%[57.1 µM]	-0.7	x	-5%	-3	15%[57.1 µM]	5%	0.1	-1%
35	CCOc1ccc(S(=O)(=O)N2CCOCC2)cc1NC(=O)CN1C(=O)NC(CC)(c2ccccc2)C1=O (stereo not given)	7%	0.3	-13	-12%	9	12%[57.1 µM]	-3%	-0.1	1%
36	CC(=O)c1ccc(NC(=O)CCc2nnc3ccc(N4CCC5(CC4)OCCO5)nn23)cc1	6%	0.4	10	-22%	0	10%	1%	0.3	-4%
37	c1cc(CNc2ccc3c(c2)OCCO3)ccn1	10%[57.1 µM]	1.8	-7	-14%	6	2%[57.1 µM]	3%	0.6	-1%
38	O=C(CNS(=O)(=O)c1ccc(Br)s1)N1CCN(c2ncccn2)CC1	-5%	-0.2	-2	2%	-2	-9%	-7%	-0.5	-14%
39	Cc1ccn2c(c1)nc(=O)c1cc(S(=O)(=O)N3CCOCC3)ccc12	54%[activator][57.1 µM]	0.2	-13	-9%	2	28%[57.1 µM]	-4%	2.0	-1%
40	C#CCNc1cc(C)nc2ncnn12	-5%	0.3	1	-11%	-1	-4%	0%	1.2	3%
41	CCOC(=O)c1cccc(C2=CC(=O)C[C@H](c3ccc(OC)cc3)C2)c1	5%[57.1 µM]	-0.2	0	-26%	1	12%	7%	0.5	7%
42	CCOc1ccccc1CN1CCN(C2CCN(c3ccccc3F)CC2)CC1CCO (stereo not given)	6%[57.1 µM]	-0.1	0	7%	-3	-12%[57.1 µM]	-7%	-2.2	12%
43	CC(=O)c1ccc(NC(=O)Cn2c3ncccc3c(=O)n2-c2ccc(C)cc2)cc1	60%[activator]	-1.1	x	-10%	16	-1%	3%	-1.5	20%
44	Cc1nn(Cc2noc(C(=O)NC3CCC(C)CC3)n2)c(C)c1Br (stereo not given)	1%	-0.1	7	-18%	-2	12%	3%	0.0	2%
45	CCC1CCC/C1=N\NC(=O)c1ccccc1Cl (stereo not given)	-10%[57.1 µM]	x	x	0%	x	2%[57.1 µM]	7%	x	15%
46	CCS(=O)(=O)CCSC(=N)N	12%	1.1	1	-12%	6	19%	2%	0.4	-8%
47	COc1ccc(N2CCN(C(=O)CCCNC(=O)Cn3cnc4sc(C)c(C)c4c3=O)CC2)cc1	8%[57.1 µM]	44*	-4	-1%	-4	16%[57.1 µM]	1%	-0.6	-5%
48	CCOC(=O)c1cccc(NC(=O)C2CCCN(S(=O)(=O)c3c(C)n[nH]c3C)C2)c1 (stereo not given)	-5%	-0.6	4	-4%	6	-4%	3%	0.2	1%
49	CC(=O)Nc1ccc(C(=O)COC(=O)CCN2C(=O)C3CC=CCC3C2=O)cc1 (stereo not given)	1%	0.7	-31	-17%	-1	19%	-3%	0.4	1%
50	CCOc1c(S(=O)(=O)NC2CC(C)(C)NC(C)(C)C2)ccc(Cl)c1Cl	-8%[57.1 µM]	1.1	2	-18%	-1	-10%[57.1 µM]	-6%	1.2	10%
51	C[C@H]1COC(=O)[C@H](CC(=O)OC(C)(C)C)C/C=C\C[C@@H](CC(=O)N(CCO)Cc2ccccc2)C(=O)N1	6%	x	x	u	x	10%	6%	x	-1%
52	Cc1c(NC(=O)COC(=O)Cc2ccc(Br)cc2)c(=O)n(-c2ccccc2)n1C	-8%	-0.2	-9	4%	1	0%	1%	1.2	2%
53	Cc1ccsc1C(=O)N1CCCC(N2CCN(c3cccc(Cl)c3)CC2)C1 (stereo not given)	11%	x	x	u	-5	28%	2%	-1.0	1%
54	Cc1ccc(/C(=N\S(=O)(=O)c2ccc(Br)cc2)Nc2ccccc2C)cc1	-2%	-0.5	-21	-17%	29	7%	1%	0.0	-8%
55	CCN(CC)S(=O)(=O)c1ccc(NS(=O)(=O)c2cccc(C)c2)cc1	3%	-0.8	-5	-14%	7	14%	-6%	-0.4	0%
56	COC(=O)c1sccc1NC(=O)/C=C/c1ccc(Cl)cc1Cl	10%	-0.1	-11	-3%	2	25%	5%	0.3	-3%
